Source: PubChem BioAssay
HTRA1 inhibitor: HTRA1 serine protease inhibitors, primary screen, biochemical, fluorescence polarization, HTS; recombinant HTRA1, FP-rhodamine activity-based probe; inhibition, % at 5.96 µM; AID 504803, 2011; 340,000 compounds, 0.5% hits; in the data active = inhibition above about 36%;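 note: 0% = enzyme with DMSO and 100% = wells lacking enzyme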
mABHD4 FP: ABHD4 inhibitors, primary screen, biochemical, fluorescence polarization, mouse; (Lyso)-N-acylphosphatidylethanolamine lipase (Mus musculus), Q8VD66; purified mABHD4, FP-Rh probe fluorescence polarization; inhibition, % at 8.92 µM; 370,000 compounds, 0.54% hits; AID 720543, 2013;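 active = inhibition exceeding the mean over every tested compound plus 3 SD, cut at about 30% in these data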;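 note: 0% = plate median of compound wells and 100% = S159A mutant with DMSO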
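Assay system: Wild-type mouse ABHD4 protein | Medium: HEPES pH 7.0 buffer, 150 mM NaCl, 0.01% Pluronic F-127 | Incubation: Enzyme–compound pre-incubation 45 min, then probe 60 min, both 25 °C | Technique: Fluorescence polarization with parallel and perpendicular emission, 525/598 nm | Evaluation: % inhibition of FP-Rh probe binding versus controls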
TCR-CD3 inh: inhibitors of human TCR-CD3 interaction, primary screen, biochemical, fluorescence, TAMRA-labeled TCR probe. T-cell receptor (TCR). inhibition, % at 9.4 µM. 360,000 compounds, 0.37% hits; in the data active = inhibition above about 19%;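 note: recombinant mutant TCR 2C K166C tagged with TAMRA read by polarization; 0% = receptor in buffer alone and 100% = receptor with positive control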
SIAE inh: human SIAE inhibitors, primary screen, biochemical, fluorescence polarization, FP-Rh probe, 1536-well HTS | Sialate O-acetylesterase (Homo sapiens), Q9HAT2 | SIAE FP-Rh probe binding | inhibition, % at 9.66 µM | 370,000 compounds, 0.69% hits | AID 1053197, 2014;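 active = inhibition above a cutoff: mean of compounds within the control limits plus 3 SD of those, cut at about 17% in these data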;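 note: 0% = plate median of compound wells and 100% = probe without SIAE protein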
Target sequence (Q9HAT2 whole entry, looked up): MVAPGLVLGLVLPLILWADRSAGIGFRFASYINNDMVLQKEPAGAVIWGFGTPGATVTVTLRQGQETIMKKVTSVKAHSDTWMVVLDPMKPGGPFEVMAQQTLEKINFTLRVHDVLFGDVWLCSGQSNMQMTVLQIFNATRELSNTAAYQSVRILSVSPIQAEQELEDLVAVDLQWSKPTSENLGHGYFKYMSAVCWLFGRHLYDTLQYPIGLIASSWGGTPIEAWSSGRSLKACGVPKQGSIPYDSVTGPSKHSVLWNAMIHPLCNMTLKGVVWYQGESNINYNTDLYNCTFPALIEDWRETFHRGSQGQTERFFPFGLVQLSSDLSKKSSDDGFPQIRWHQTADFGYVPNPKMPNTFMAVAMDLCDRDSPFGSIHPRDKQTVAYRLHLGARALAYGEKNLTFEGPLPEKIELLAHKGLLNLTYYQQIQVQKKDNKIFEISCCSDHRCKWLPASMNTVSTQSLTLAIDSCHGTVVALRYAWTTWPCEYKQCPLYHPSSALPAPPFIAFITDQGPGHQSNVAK
MBD2 inh: inhibitors of MBD2 binding to methylated DNA, primary screen, biochemical, TR-FRET, DNA-binding domain, human | Methyl-CpG-binding domain protein 2 (Homo sapiens), Q9UBB5 | MBD2 binding to methylated oligonucleotide | inhibition, % at 4.4 µM | 370,000 compounds, 0.31% hits | AID 686964, 2013; in the data active = inhibition above about 13%
PRMT1 inh: PRMT1 methyltransferase inhibitors, primary screen, biochemical, fluorescence polarization | Protein arginine N-methyltransferase 1 (Homo sapiens), Q99873 | recombinant PRMT1, activity-based probe fluorescence polarization | inhibition, % at 2.79 µM | 370,000 compounds, 1.3% hits;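 active = inhibition above about 21% made by adding two undisclosed values, limit read from the data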
Target sequence (Q99873 whole entry, looked up): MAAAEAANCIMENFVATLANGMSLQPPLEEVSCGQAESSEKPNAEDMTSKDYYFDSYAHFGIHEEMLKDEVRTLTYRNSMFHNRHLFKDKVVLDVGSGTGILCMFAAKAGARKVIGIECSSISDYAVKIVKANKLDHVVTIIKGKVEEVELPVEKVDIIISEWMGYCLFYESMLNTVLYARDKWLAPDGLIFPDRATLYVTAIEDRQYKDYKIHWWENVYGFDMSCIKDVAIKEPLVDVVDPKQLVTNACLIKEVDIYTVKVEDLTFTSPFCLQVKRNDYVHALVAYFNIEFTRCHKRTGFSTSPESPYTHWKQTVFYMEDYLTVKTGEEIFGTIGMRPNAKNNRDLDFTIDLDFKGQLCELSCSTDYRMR
rCAG binder: binders of r(CAG) RNA repeats, primary screen, biochemical, fluorescence | r(CAG) RNA repeat, TO-PRO-1 dye displacement fluorescence | inhibition, % at 3 µM | 370,000 compounds, 1.3% hits;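 active = inhibition above the plate cutoff, the mean of all test compounds on that plate plus 3 SD, cut at about 35% in these data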;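 note: 0% = DMSO alone and 100% = 100 µM mitoxantrone as full dye displacement; higher means more dye released from RNA so lower well fluorescence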
GC-A act: GC-A stimulated cGMP production enhancers – HEK293 GC-A cells, cGMP TR-FRET, EC30 ANP, primary screen; Atrial natriuretic peptide receptor 1 (Homo sapiens), P16066; 0% at EC30 ANP, 100% saturating ANP; activation, % at 10 µM; 370,000 compounds, 0.14% hits; AID 1671463, 2021; in the data active = activation above about 40%
UHRF1 MBD2 ctr: UHRF1 methylated DNA binding inhibitors, primary screen, counter-screen for MBD2 inhibitor project, biochemical, TR-FRET, human UHRF1, single concentration; 370,000 compounds, 0.75% hits; inhibition, % at 4.4 µM; E3 ubiquitin-protein ligase UHRF1 (Homo sapiens), Q96T88; UHRF1 binding to methylated oligo; AID 687016, 2013; in the data active = inhibition above about 21%;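 note: UHRF1 SRA domain binding a hemimethylated CpG hairpin DNA probe; 0% = median of test compound wells and 100% = reference inhibitor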
NPR2 activator: human GC-B receptor activators, primary screen, HEK293 GC-B cells, cGMP TR-FRET, EC30 CNP; AID 1920062, 2024; activation, % at 10 µM; Atrial natriuretic peptide receptor 2 (Homo sapiens), P20594; 0% at EC30 CNP, 100% saturating CNP; 370,000 compounds, 0.11% hits;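 active = activation at 10 µM reaching about 35% in either raw or pattern-adjusted values, limit read from the data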
Numbers without * were called inactive; / = not tested or not shown. An excerpt. The share of hits here may be higher or lower than overall.

mol | HTRA1 inhibitor | mABHD4 FP | TCR-CD3 inh | SIAE inh | MBD2 inh | PRMT1 inh | rCAG binder | GC-A act | UHRF1 MBD2 ctr | NPR2 activator
CC(=O)N1CCc2cc(S(=O)(=O)NC(CC(C)C)C(=O)Nc3cc(C(=O)O)ccc3C)ccc21 (stereo not given) | 1 | 5 | -6 | 2 | 1 | 0 | 7 | 6 | 6 | 4
COc1cc(/C=C2\SC(N)=NC2=O)ccc1O | 2 | 4 | -1 | 3 | -2 | 3 | -3 | -7 | -7 | -7
Cc1nc(SC2CC(=O)N(c3ccccc3)C2=O)nc2c1CCCC2 (stereo not given) | -1 | 1 | 3 | -1 | 0 | 8 | -1 | -2 | 0 | -1
COc1cccc(N=Cc2nc(-c3ccccc3)oc2OC(C)=O)c1 | 1 | -5 | -6 | 4 | 1 | 5 | -4 | 5 | 5 | 3
O=c1c(-c2ccccc2)nc2ccccc2n1C(CCc1ccccc1)c1nc2ccccc2[nH]1 (stereo not given) | / | -24 | -2 | -39 | 0 | 3 | 11 | -4 | -1 | 3
CCc1ccccc1NC(=O)NNC(=O)CCc1ccc(OC)cc1 | 3 | 3 | 6 | 3 | 2 | 0 | 0 | -4 | -2 | -1
NS(=O)(=O)c1ccc(-c2ccc(C=C3C(=O)c4ccccc4C3=O)o2)cc1 | -2 | 7 | -4 | -2 | 2 | 2 | 1 | 1 | 16 | -4
S=C(NC1CCCCC1)N1CCN(c2ncccn2)CC1 | -3 | -7 | 6 | 3 | 2 | -6 | -4 | 3 | 0 | 2
COc1ccc(CSc2nnnn2-c2ccccc2)cc1 | -9 | -7 | 11 | 1 | -3 | -1 | -4 | 2 | 1 | 3
C=CCn1c(CSc2nc3ccccc3s2)nnc1SCC(=O)NCc1ccco1 | -10 | 2 | 11 | -2 | 6 | 1 | 1 | -5 | -2 | 1
Nc1ccn([C@@H]2O[C@H](C(=O)N[C@H](Cc3ccccc3)C(=O)Nc3ccc4scnc4c3)[C@@H](O)[C@H]2O)c(=O)n1 | / | -6 | -5 | -2 | -3 | 21* | 4 | -1 | 1 | 4
CCOC(=O)c1ccc(NC(=O)c2cc(OC)c(OC)c(OC)c2Br)cc1 | -15 | -8 | -2 | 0 | 0 | -2 | -4 | 2 | -4 | 0
Cn1ccc2c(-c3cccc4ccccc34)cc3c(c21)C1CCC3C1 (stereo not given) | / | 9 | 0 | 3 | -2 | 4 | 6 | 2 | -1 | -5
C=CCNC(=O)NC(=S)c1ccccc1 | 0 | 2 | 2 | 1 | -4 | -1 | 1 | 4 | 1 | 0
CC(C)CN(C(=O)COc1ccccc1C(=O)NCc1ccccc1)C1CCS(=O)(=O)C1 (stereo not given) | -4 | -1 | -7 | -1 | 2 | 3 | 2 | -2 | 2 | 5
Oc1ccc(C2C=C(c3ccc(F)cc3)Nc3ncnn32)cc1 (stereo not given) | 3 | -15 | -4 | 1 | 4 | 20 | -2 | -5 | 2 | -11
O=S(=O)(c1ccc(Cl)cc1)N1CCC(c2nc3ccccc3[nH]2)CC1 | -5 | 4 | 0 | -2 | 10 | 3 | 4 | -8 | 0 | 10
CC1(C)C(=O)Nc2ccccc2N1C(=O)CN1C(=O)NC(CCc2ccccc2)C1=O (stereo not given) | 2 | 2 | 1 | -8 | -1 | 5 | 8 | 0 | 3 | -3
COc1ccccc1C(=O)NC(=O)COC(=O)C1(C)CC1(Cl)Cl (stereo not given) | 5 | -4 | 2 | -4 | -4 | 6 | -4 | 0 | -1 | 0
O=C(CSc1nc2ccccc2[nH]1)N=Nc1c(O)[nH]c2ccccc12 | -3 | -7 | 1 | -7 | -3 | 6 | 3 | 1 | -5 | 0
O=C(CN(CCc1ccccc1)S(=O)(=O)c1ccc(Cl)cc1)N/N=C/c1ccc2c(c1)OCO2 | -3 | 5 | 4 | 5 | -4 | 0 | 3 | -2 | -2 | -1
COc1cc(O)c(C(CCN2CCCC(C)C2)c2ccc(N(C)C)cc2)c(OC)c1 (stereo not given) | 2 | -13 | -8 | 0 | 7 | 3 | 7 | -5 | 4 | -2
Cc1cc(C)cc(N(CC(=O)NC2CCCC2)C(=O)c2csnn2)c1 | 1 | 1 | -1 | -1 | -2 | 1 | -2 | 1 | 0 | 5
CC(=O)Oc1ccc(C(=O)Nc2nnc(C)s2)cc1 | 7 | -1 | 5 | 1 | 4 | -2 | 1 | 2 | -1 | -2
Cc1ccc(N(C(=O)c2cc3ccccc3oc2=O)C2C=CS(=O)(=O)C2)cc1 (stereo not given) | 2 | -1 | -1 | -7 | 3 | -2 | -2 | 2 | 3 | -3

Shown with values under each structure: part of the list above
Every second line gives: HTRA1 inhibitor, mABHD4 FP, TCR-CD3 inh, SIAE inh, MBD2 inh, PRMT1 inh, rCAG binder, GC-A act, UHRF1 MBD2 ctr, NPR2 activator
Cc1nc(SC2CC(=O)N(c3ccccc3)C2=O)nc2c1CCCC2 (stereo not given)
    -1, 1, 3, -1, 0, 8, -1, -2, 0, -1
COc1cccc(N=Cc2nc(-c3ccccc3)oc2OC(C)=O)c1
    1, -5, -6, 4, 1, 5, -4, 5, 5, 3
O=c1c(-c2ccccc2)nc2ccccc2n1C(CCc1ccccc1)c1nc2ccccc2[nH]1 (stereo not given)
    /, -24, -2, -39, 0, 3, 11, -4, -1, 3
CCc1ccccc1NC(=O)NNC(=O)CCc1ccc(OC)cc1
    3, 3, 6, 3, 2, 0, 0, -4, -2, -1
NS(=O)(=O)c1ccc(-c2ccc(C=C3C(=O)c4ccccc4C3=O)o2)cc1
    -2, 7, -4, -2, 2, 2, 1, 1, 16, -4
S=C(NC1CCCCC1)N1CCN(c2ncccn2)CC1
    -3, -7, 6, 3, 2, -6, -4, 3, 0, 2
COc1ccc(CSc2nnnn2-c2ccccc2)cc1
    -9, -7, 11, 1, -3, -1, -4, 2, 1, 3
C=CCn1c(CSc2nc3ccccc3s2)nnc1SCC(=O)NCc1ccco1
    -10, 2, 11, -2, 6, 1, 1, -5, -2, 1
Nc1ccn([C@@H]2O[C@H](C(=O)N[C@H](Cc3ccccc3)C(=O)Nc3ccc4scnc4c3)[C@@H](O)[C@H]2O)c(=O)n1
    /, -6, -5, -2, -3, 21*, 4, -1, 1, 4

2 compounds drawn at random from the list so far, as already listed:
mol | HTRA1 inhibitor | mABHD4 FP | TCR-CD3 inh | SIAE inh | MBD2 inh | PRMT1 inh | rCAG binder | GC-A act | UHRF1 MBD2 ctr | NPR2 activator
Oc1ccc(C2C=C(c3ccc(F)cc3)Nc3ncnn32)cc1 (stereo not given) | 3 | -15 | -4 | 1 | 4 | 20 | -2 | -5 | 2 | -11
Cn1ccc2c(-c3cccc4ccccc34)cc3c(c21)C1CCC3C1 (stereo not given) | / | 9 | 0 | 3 | -2 | 4 | 6 | 2 | -1 | -5

Going on with the list.
mol | HTRA1 inhibitor | mABHD4 FP | TCR-CD3 inh | SIAE inh | MBD2 inh | PRMT1 inh | rCAG binder | GC-A act | UHRF1 MBD2 ctr | NPR2 activator
FC(F)(F)c1cc(Cl)c2nc(-c3ccccc3)c(Cc3cccc(Cl)c3)n2c1 | / | -61 | -4 | -2 | 1 | -3 | 41* | -4 | 1 | -4
Cc1[nH]c2c(ccc3ccccc32)c1C1C(CCN)C1(C)C (stereo not given) | 24 | 30* | -9 | 4 | 4 | 1 | 18 | 2 | 0 | -10
O=C(NC(c1ccc(Cl)cc1)c1cnccn1)C1CCN(CCCOc2ccccc2)CC1 (stereo not given) | / | 3 | -1 | -6 | -2 | -2 | 1 | -1 | -2 | -3
O=C(Nc1cccc(S(=O)(=O)N2CCCCCC2)c1)c1ccc2ccccc2n1 | -49 | -12 | -6 | -28 | 5 | 0 | 5 | 0 | 1 | -1
COc1ccc(C(=O)c2ccc(OC)c(OC)c2)cc1 | -10 | -1 | 1 | -8 | -1 | -1 | -4 | 2 | -3 | 4
CN(C(=O)c1ccno1)c1nnc(-c2cnccn2)s1 | -2 | 8 | 3 | 10 | -7 | -1 | 2 | -2 | -2 | -2
CC(=O)N1CCC2(CC1)CC(=O)c1cc(OCC(=O)N3CCOCC3)ccc1O2 | 10 | 4 | 10 | 1 | 1 | -1 | 0 | 6 | -2 | -2
COc1ccc(CNC(=O)CN(Cc2ccccc2)C(=O)CCC(=O)Nc2nccs2)cc1 | -2 | -1 | -2 | -4 | -2 | 1 | 0 | 0 | 0 | 3
COc1ccc(-c2cc(C)no2)cc1S(=O)(=O)N1CCN(c2ccccn2)CC1 | 1 | 2 | -1 | -7 | 7 | -2 | -2 | -2 | 2 | -2
CC(=O)Nc1ccc(/C=N/NC(=O)c2cc(-c3ccco3)nc3ccccc23)cc1 | -26 | -49 | 2 | -75 | 0 | 3 | 2 | -5 | 8 | -2
COc1cccc(-n2nnc3c(=O)n(CC(=O)OCc4ccccc4)cnc32)c1 | -3 | 2 | -5 | 2 | -1 | 2 | -2 | 2 | 2 | 1
COc1ccc(C(=O)NNC(=O)c2cnccn2)cc1[N+](=O)[O-] | 0 | 12 | -3 | 7 | 1 | 2 | -1 | 2 | 3 | 3
CCOc1ccc(OCCNC(=O)c2cc(C3CC3)nc3c2cnn3C(C)C)cc1 | -33 | -1 | -1 | 1 | 1 | -2 | -3 | -5 | -1 | -9
COC(=O)c1cc(NC(=O)c2c(Cl)cnn2C)cc(C(=O)OC)c1 | -6 | 1 | -5 | 1 | 0 | 0 | -6 | -5 | 4 | -4
Cc1sc2nc(SCC(=O)NCc3ccco3)n(-c3ccccc3)c(=O)c2c1C | 3 | 0 | 1 | 4 | -3 | 0 | -3 | -5 | -4 | -9
Cc1ccc(-c2noc(CCC(=O)Nc3ccccc3N3CCN(C)CC3)n2)cc1 | -5 | 7 | 10 | -4 | -4 | -2 | -11 | -4 | -2 | -2
O=C(NC(=S)Nc1nc2c(s1)CCCC2)c1ccc(C(=O)c2ccccc2)cc1 | 0 | -2 | -2 | 4 | 0 | -2 | 4 | 0 | 1 | 1
COc1ccnc(Oc2ccc(F)cc2)c1C#N | / | 1 | 3 | 0 | 0 | 0 | 1 | -3 | -2 | 5
CC(C)(C)OC(=O)CN1C(=O)NC2(CCCc3ccccc32)C1=O (stereo not given) | 0 | 3 | 1 | 1 | 0 | 2 | -5 | 4 | 1 | 2
Cn1cc(Br)c(C(=O)N2CCCCCC2)n1 | 9 | 6 | -2 | -2 | 0 | 0 | -4 | 2 | 3 | -3
